Assay outcomes as filed in PubChem.
SENP8 block-1: blocks human SENP8 cleavage of Nedd8 substrate; recombinant SENP8, Nedd8 substrate fluorescence; inhibition, % at 20 µM; actives 0.64% (n = 360,000); AID 602440; in the data active = inhibition mostly above about 40%, no sharp cut-off; inactive = mostly below about 27%
APOBEC3G inh: inhibitors of human APOBEC3G DNA deaminase; Q9HC16; recombinant A3G, ssDNA deamination FAM/TAMRA fluorescence; inhibition, % at 20 µM; actives 0.28% (n = 330,000);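 active = inhibition of at least 40% at 20 µM, with no more than 30% in the related APOBEC3A deaminase screen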;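 note: plate controls were DMSO wells with A3G for no effect and wells lacking A3G enzyme for full effect; some compounds called inactive have numbers as strong as hits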
SENP7 inh: SENP7 protease inhibition; Q9BQF6; recombinant SENP7, Z-RLRGG-aminoluciferin luminescence, 40 min; actives 1.5% (n = 330,000); inhibition, % at 5 µM; AID 434973;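 active = inhibition above about 50% at the single test dose, limit read from the data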;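 note: plate controls were DMSO with enzyme for no effect and no enzyme buffer wells for full effect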
Target sequence (Q9BQF6 706-1050 limits assumed): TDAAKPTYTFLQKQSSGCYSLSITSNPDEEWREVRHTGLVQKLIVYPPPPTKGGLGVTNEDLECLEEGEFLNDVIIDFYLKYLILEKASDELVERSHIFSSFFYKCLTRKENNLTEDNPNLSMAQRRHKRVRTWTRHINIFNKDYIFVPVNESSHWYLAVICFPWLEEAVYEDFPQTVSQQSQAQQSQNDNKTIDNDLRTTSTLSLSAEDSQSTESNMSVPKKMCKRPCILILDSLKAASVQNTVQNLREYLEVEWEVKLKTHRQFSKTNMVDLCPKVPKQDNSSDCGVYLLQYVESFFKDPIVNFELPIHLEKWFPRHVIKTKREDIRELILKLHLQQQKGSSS
UBC13 polyUb: human UBC13 polyubiquitination inhibition; P61088; UBC13 polyubiquitin chain formation, TR-FRET; inhibition, % at 20 µM; actives 0.47% (n = 330,000); AID 485273; in the data active = inhibition above about 45%, passing the limit was not always enough
Target sequence (P61088 whole entry, looked up): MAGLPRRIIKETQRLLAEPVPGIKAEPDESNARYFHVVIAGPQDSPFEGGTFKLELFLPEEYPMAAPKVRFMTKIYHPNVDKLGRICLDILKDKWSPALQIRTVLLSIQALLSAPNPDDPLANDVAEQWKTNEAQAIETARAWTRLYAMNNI
SENP1 inh: SENP1 (human) catalytic domain inhibition; AID 624204; actives 0.21% (n = 360,000); recombinant SENP1 catalytic domain, CyPet-SUMO1-YPet FRET cleavage; inhibition, % at 10 µM; Q9P0U3;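 active = inhibition at least 30% at 10 µM, raw YFP signal under a set limit, fluorescence ratio 0.5 to 1.5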;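 note: 0% = enzyme with DMSO and 100% = no enzyme wells; some results filed as inactive read as strong as hits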
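Assay system – human recombinant His6-tagged SENP1 catalytic domain enzyme · Input – SENP1 enzyme, 20 pM final · Buffer or medium – Tris pH 8 buffer plus EDTA, NaCl, BME, BSA, NP40, catalase · Schedule – 50 min reaction at room temperature · Technique – FRET read of cyan and yellow fluorescence · Control set – no-enzyme wells low, DMSO-plus-enzyme wells high control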
Apaf1 inhib: blocks human Apaf-1 apoptosome activity; actives 0.71% (n = 330,000); inhibition, % at 20 µM; O14727; reconstituted apoptosome caspase-3 activity, DEVD-Rh110 fluorescence; active = inhibition of at least 40% at 20 µM;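 note: plate controls were DMSO wells for no effect and DEVD-CHO caspase inhibitor wells for full effect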
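Material: reconstituted apoptosome with Apaf-1, cytochrome c, caspase-9, procaspase-3, dATP; medium: pH 7.5 Hepes buffer with CHAPS, BSA, DTT; also added: cytochrome c and DEVD-Rh110 substrate; timing: 30 min plus 50 min, RT; signal: Rh110 fluorescence intensity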
SENP8 block-2: inhibitors of human SENP8 protease | AID 2540 | purified SENP8, Z-RLRGG-aminoluciferin cleavage, luminescence | inhibition, % at 10 µM | Q96LD8 | actives 1.2% (n = 330,000); in the data active = inhibition above about 50%
SENP6 inh: inhibitors of human SENP6 protease; Recombinant SENP6 catalytic domain, aminoluciferin luminescence; actives 1.8% (n = 330,000); inhibition, % at 10 µM; Q9GZR1;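 active = inhibition above about 50% at the single tested dose, limit read from the data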;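 note: plate controls were DMSO wells with enzyme for no effect and DMSO wells lacking enzyme for full effect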
Target sequence (Q9GZR1 628-1112 limits assumed): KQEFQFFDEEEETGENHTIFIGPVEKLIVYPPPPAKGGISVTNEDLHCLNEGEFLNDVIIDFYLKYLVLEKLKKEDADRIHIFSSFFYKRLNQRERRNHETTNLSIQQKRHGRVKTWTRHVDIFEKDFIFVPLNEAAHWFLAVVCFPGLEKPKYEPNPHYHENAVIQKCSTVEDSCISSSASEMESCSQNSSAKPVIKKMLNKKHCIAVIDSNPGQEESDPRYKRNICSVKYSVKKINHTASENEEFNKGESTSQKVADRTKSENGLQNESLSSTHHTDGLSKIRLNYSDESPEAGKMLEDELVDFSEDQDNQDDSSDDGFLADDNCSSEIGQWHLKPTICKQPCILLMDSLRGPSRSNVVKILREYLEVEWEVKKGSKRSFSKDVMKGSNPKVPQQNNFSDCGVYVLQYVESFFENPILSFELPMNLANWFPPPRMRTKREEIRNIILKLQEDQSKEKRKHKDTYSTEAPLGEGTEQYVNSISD
Starred values were filed as active, the others as inactive.

What do the screens show for `COc1ccc(OC(C)C(=O)NC2CCCCCC2)cc1` (stereo unspecified)?
SENP8 block-1: 11.2; APOBEC3G inh: -2.9; SENP7 inh: -6.9; UBC13 polyUb: 1.0; SENP1 inh: 0.0; Apaf1 inhib: -7.6; SENP8 block-2: -3.5; SENP6 inh: 12.5

How did CCC(C(=O)NC1CCCC1)N(C(=O)Cn1nnc(-c2ccc(C)cc2)n1)C1CCCC1 (stereo unspecified) do in these assays?
SENP8 block-1: 19.4; APOBEC3G inh: -0.3; SENP7 inh: 11.6; UBC13 polyUb: 0.0; SENP1 inh: 2.3; Apaf1 inhib: 16.6; SENP8 block-2: 0.8; SENP6 inh: -2.3

How did Cc1onc(-c2c(Cl)cccc2Cl)c1NC(=O)NNc1ccccn1 do in these assays?
SENP8 block-1: 3.6; APOBEC3G inh: -4.3; SENP7 inh: 2.8; UBC13 polyUb: 4.8; SENP1 inh: -1.2; Apaf1 inhib: -8.2; SENP8 block-2: 0.8; SENP6 inh: -5.3

Results for COc1cc(NC(=O)c2cccnc2SC)cc(OC)c1 ?
SENP8 block-1: 5.3; APOBEC3G inh: -8.0; SENP7 inh: 0.2; UBC13 polyUb: 19.3; SENP1 inh: 1.1; Apaf1 inhib: -16.3; SENP8 block-2: -4.1; SENP6 inh: -30.1

Results for O=C(Nc1cccc2nsnc12)c1cccnc1 ?
SENP8 block-1: -119.9; APOBEC3G inh: 0.3; SENP7 inh: 6.4; UBC13 polyUb: 0.0; SENP1 inh: 8.0; Apaf1 inhib: 1.2; SENP8 block-2: -2.9; SENP6 inh: -2.8

Results for CN1C(=O)CSC1=Nc1cccc(Cl)c1 ?
SENP8 block-1: 20.9; APOBEC3G inh: -3.0; SENP7 inh: -2.6; UBC13 polyUb: -10.0; SENP1 inh: 2.9; Apaf1 inhib: 10.3; SENP8 block-2: 35.0; SENP6 inh: -16.3

Results for CCCCOc1ccccc1C(=O)NCCCCCC(=O)O ?
SENP8 block-1: 13.6; APOBEC3G inh: -0.6; SENP7 inh: -5.5; UBC13 polyUb: 9.5; SENP1 inh: -2.0; Apaf1 inhib: -1.7; SENP8 block-2: -5.5; SENP6 inh: -8.0

Results for Fc1ccc(COc2ccccc2C(=S)N2CCCC2)cc1 ?
SENP8 block-1: 13.3; APOBEC3G inh: 23.4; SENP7 inh: 4.1; UBC13 polyUb: 2.5; SENP1 inh: 0.5; Apaf1 inhib: 10.4; SENP8 block-2: -2.5; SENP6 inh: -7.3

How did Cn1c(=O)c2c(nc(NC3CCCCC3)n2Cc2ccccc2)n(C)c1=O do in these assays?
SENP8 block-1: 30.6; APOBEC3G inh: -5.6; SENP7 inh: 10.7; UBC13 polyUb: 0.0; SENP1 inh: 3.0; Apaf1 inhib: 8.3; SENP8 block-2: -4.3; SENP6 inh: -13.0

What do the screens show for `O=C(OCCNc1nc(-c2ccccc2)nc2ccccc12)c1cccnc1`?
SENP8 block-1: -31.0; APOBEC3G inh: -8.9; SENP7 inh: -4.0; UBC13 polyUb: 9.4; SENP1 inh: 0.0; Apaf1 inhib: -10.8; SENP8 block-2: -0.8; SENP6 inh: -16.6

What do the screens show for `COc1cccc(/C=N/NC(=O)Cn2ccnc2C)c1`?
SENP8 block-1: 5.6; APOBEC3G inh: -7.4; SENP7 inh: -4.6; UBC13 polyUb: 12.7; SENP1 inh: 0.8; Apaf1 inhib: -4.1; SENP8 block-2: -3.8; SENP6 inh: -10.3

How did Cc1c(NC(=O)C(C)Oc2cccc(Cl)c2)c(=O)n(-c2ccccc2)n1C (stereo unspecified) do in these assays?
SENP8 block-1: 4.9; APOBEC3G inh: 0.8; SENP7 inh: -8.6; UBC13 polyUb: -2.7; SENP1 inh: 0.5; Apaf1 inhib: -2.7; SENP8 block-2: 0.9; SENP6 inh: -17.6

What do the screens show for `CNNC(=O)C(=O)NNS(=O)(=O)c1ccccc1`?
SENP8 block-1: 23.0; APOBEC3G inh: -19.6; SENP7 inh: -3.9; UBC13 polyUb: 10.1; SENP1 inh: 0.7; Apaf1 inhib: -8.7; SENP8 block-2: -9.5; SENP6 inh: -22.4

Results for NC(CSC12CC3CC(CC(C3)C1)C2)C(=O)O (stereo unspecified) ?
SENP8 block-1: 10.6; APOBEC3G inh: -2.2; SENP7 inh: 4.4; UBC13 polyUb: -1.9; SENP1 inh: -0.1; Apaf1 inhib: -5.6; SENP8 block-2: -5.9; SENP6 inh: -14.7

What do the screens show for `O/N=C(\C[n+]1ccccc1)c1ccc(Br)cc1`?
SENP8 block-1: 8.6; APOBEC3G inh: 1.8; SENP7 inh: -3.4; UBC13 polyUb: -4.7; SENP1 inh: -0.1; Apaf1 inhib: -3.9; SENP8 block-2: -0.8; SENP6 inh: 18.5

How did CCCC(=O)Nc1ccc(NCc2ccc(C)s2)cc1 do in these assays?
SENP8 block-1: 18.6; APOBEC3G inh: -8.8; SENP7 inh: 0.6; UBC13 polyUb: 6.2; SENP1 inh: -0.7; Apaf1 inhib: -8.5; SENP8 block-2: -9.7; SENP6 inh: 0.1

Results for COc1ccc(C(=O)NC2CCCc3c2cnn3-c2cc(F)cc(F)c2)c(OC)n1 (stereo unspecified) ?
SENP8 block-1: 8.3; APOBEC3G inh: 1.8; SENP7 inh: 10.9; UBC13 polyUb: -8.6; SENP1 inh: 0.7; Apaf1 inhib: 27.9; SENP8 block-2: -4.5; SENP6 inh: -0.1

Results for O=C(CSc1cccc2cccnc12)N1CCCC1 ?
SENP8 block-1: inactive; APOBEC3G inh: -0.5; SENP7 inh: -4.9; UBC13 polyUb: -2.4; SENP1 inh: 3.6; Apaf1 inhib: -5.5; SENP8 block-2: -4.7; SENP6 inh: 3.7

Results for COc1ccc(C2CC(=O)c3cnc(Nc4cc(C)cc(C)c4)nc3C2)cc1 (stereo unspecified) ?
SENP8 block-1: -76.2; APOBEC3G inh: -7.2; SENP7 inh: -8.1; UBC13 polyUb: 6.2; SENP1 inh: -1.8; Apaf1 inhib: 26.9; SENP8 block-2: -21.0; SENP6 inh: 7.1

Results for CCOc1ccc(N2C(=O)NC(Cc3c[nH]c4ccccc34)C2=O)cc1 (stereo unspecified) ?
SENP8 block-1: 21.2; APOBEC3G inh: -1.5; SENP7 inh: -2.6; UBC13 polyUb: -4.6; SENP1 inh: 1.0; Apaf1 inhib: 2.1; SENP8 block-2: 8.0; SENP6 inh: -7.2

How did CCc1cc2c(=O)c(-c3ccc4c(c3)OCCO4)coc2c(CN2CCCCC2C)c1O (stereo unspecified) do in these assays?
SENP8 block-1: -365.1; APOBEC3G inh: -3.7; SENP7 inh: -2.3; UBC13 polyUb: 5.6; SENP1 inh: -4.7; Apaf1 inhib: -1.2; SENP8 block-2: 3.0; SENP6 inh: -20.3

What do the screens show for `CC(C)c1ccc(/C=N/NC(=O)c2c(Cl)cnn2C)cc1`?
SENP8 block-1: 24.7; APOBEC3G inh: -6.7; SENP7 inh: 8.5; UBC13 polyUb: 4.7; SENP1 inh: 0.9; Apaf1 inhib: -4.4; SENP8 block-2: 6.8; SENP6 inh: 45.3

How did CNc1nc(-c2c[nH]c3ccccc23)cs1 do in these assays?
SENP8 block-1: 17.8; APOBEC3G inh: -2.0; SENP7 inh: 3.4; UBC13 polyUb: -3.0; SENP1 inh: -14.8; Apaf1 inhib: 6.7; SENP8 block-2: 13.0; SENP6 inh: 10.3

Results for COc1ccc(CCN(C)C(=O)CSc2ncnc3sccc23)cc1OC ?
SENP8 block-1: 0.6; APOBEC3G inh: 0.5; SENP7 inh: 5.4; UBC13 polyUb: 0.6; SENP1 inh: -2.5; Apaf1 inhib: 0.7; SENP8 block-2: -13.1; SENP6 inh: -3.2

How did Cc1[nH]nc2c1C(c1ccc(OC(=O)c3ccco3)cc1)C(C#N)=C(N)O2 (stereo unspecified) do in these assays?
SENP8 block-1: 15.0; APOBEC3G inh: 6.4; SENP7 inh: 8.6; UBC13 polyUb: -5.1; SENP1 inh: -2.6; Apaf1 inhib: 16.1; SENP8 block-2: 0.3; SENP6 inh: -21.7

How did COc1cccc(CC(NC(C)=O)C(=O)NC2CCN(c3c(Cc4ccccc4)c(C)nc4ncnn34)CC2)c1 (stereo unspecified) do in these assays?
SENP8 block-1: 4.2; APOBEC3G inh: 2.2; SENP7 inh: 13.8; UBC13 polyUb: -8.7; SENP1 inh: 0.4; Apaf1 inhib: 2.8; SENP8 block-2: 8.1; SENP6 inh: 10.5

What do the screens show for `CCCC(=O)N(CCN1CCOCC1)c1nc2c(OC)ccc(C)c2s1`?
SENP8 block-1: 11.0; APOBEC3G inh: -1.2; SENP7 inh: 1.0; UBC13 polyUb: 10.4; SENP1 inh: 1.5; Apaf1 inhib: 5.5; SENP8 block-2: -4.8; SENP6 inh: 5.3

How did CCOC(=O)N1CCN(C(=O)CSc2nc3c([nH]c4ccccc43)c(=O)n2CC)CC1 do in these assays?
SENP8 block-1: -26.2; APOBEC3G inh: -8.6; SENP7 inh: 2.4; UBC13 polyUb: 9.5; SENP1 inh: -0.3; Apaf1 inhib: 1.0; SENP8 block-2: -1.5; SENP6 inh: -7.2

What do the screens show for `COc1ccccc1C(N)=S`?
SENP8 block-1: 10.2; APOBEC3G inh: -0.3; SENP7 inh: -2.5; UBC13 polyUb: 7.2; SENP1 inh: 0.8; Apaf1 inhib: -6.1; SENP8 block-2: 8.3; SENP6 inh: -0.1

How did CCOc1ccccc1NC(=O)CSc1nnc(CNC(=O)COc2ccc(Cl)cc2)o1 do in these assays?
SENP8 block-1: 15.9; APOBEC3G inh: -1.3; SENP7 inh: 4.8; UBC13 polyUb: 8.3; SENP1 inh: 0.9; Apaf1 inhib: 23.2; SENP8 block-2: 1.5; SENP6 inh: -16.6

How did Cc1ccc(S(=O)(=O)N2CCC(C(N)=O)CC2)cc1[N+](=O)[O-] do in these assays?
SENP8 block-1: -36.3; APOBEC3G inh: -2.4; SENP7 inh: 5.8; UBC13 polyUb: -8.8; SENP1 inh: -2.8; Apaf1 inhib: 5.1; SENP8 block-2: -10.4; SENP6 inh: -21.9

Results for CC/C(CC(=O)C(F)(F)F)=N\NC(=O)/C(C#N)=C/N(C)C ?
SENP8 block-1: 9.4; APOBEC3G inh: -5.7; SENP7 inh: 4.6; UBC13 polyUb: 0.4; SENP1 inh: 0.7; Apaf1 inhib: -1.9; SENP8 block-2: 1.1; SENP6 inh: -7.1

What do the screens show for `COc1ccc(C)cc1-n1nnnc1SCC(=O)c1ccc2c(c1)OCCO2`?
SENP8 block-1: 11.1; APOBEC3G inh: -1.4; SENP7 inh: -1.2; UBC13 polyUb: 0.5; SENP1 inh: 4.3; Apaf1 inhib: 10.7; SENP8 block-2: -4.1; SENP6 inh: 1.4

Results for CC(=O)c1sc(NC(=O)CCCOc2ccc(Cl)cc2)nc1C ?
SENP8 block-1: 6.9; APOBEC3G inh: -3.8; SENP7 inh: -10.7; UBC13 polyUb: -6.5; SENP1 inh: -1.7; Apaf1 inhib: 5.7; SENP8 block-2: 3.1; SENP6 inh: 1.0

Retrieved by structure from the entries so far (two):
Results for CC/C(CC(=O)C(F)(F)F)=N\NC(=O)/C(C#N)=C/N(C)C ?
SENP8 block-1: 9.4; APOBEC3G inh: -5.7; SENP7 inh: 4.6; UBC13 polyUb: 0.4; SENP1 inh: 0.7; Apaf1 inhib: -1.9; SENP8 block-2: 1.1; SENP6 inh: -7.1

What do the screens show for `COc1ccccc1C(N)=S`?
SENP8 block-1: 10.2; APOBEC3G inh: -0.3; SENP7 inh: -2.5; UBC13 polyUb: 7.2; SENP1 inh: 0.8; Apaf1 inhib: -6.1; SENP8 block-2: 8.3; SENP6 inh: -0.1
